hIAP act: human IAP activators, primary screen, biochemical, luminescence, uHTS. activation factor at 10 µM. AID 2524, 2010. hit rate 0.16% among 330,000. purified human IAP, CDP-Star luminescence, 30 min; hits give high values; 1 = vehicle-only enzyme, 0 = enzyme-free background. Intestinal-type alkaline phosphatase (Homo sapiens), P09923;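 active = activation factor of the enzyme at least 2-fold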; also: the source names both 10 and 20 µM as test concentration; values of inactives mirror those of a sister screen read the other way
Target sequence (P09923 whole entry, looked up): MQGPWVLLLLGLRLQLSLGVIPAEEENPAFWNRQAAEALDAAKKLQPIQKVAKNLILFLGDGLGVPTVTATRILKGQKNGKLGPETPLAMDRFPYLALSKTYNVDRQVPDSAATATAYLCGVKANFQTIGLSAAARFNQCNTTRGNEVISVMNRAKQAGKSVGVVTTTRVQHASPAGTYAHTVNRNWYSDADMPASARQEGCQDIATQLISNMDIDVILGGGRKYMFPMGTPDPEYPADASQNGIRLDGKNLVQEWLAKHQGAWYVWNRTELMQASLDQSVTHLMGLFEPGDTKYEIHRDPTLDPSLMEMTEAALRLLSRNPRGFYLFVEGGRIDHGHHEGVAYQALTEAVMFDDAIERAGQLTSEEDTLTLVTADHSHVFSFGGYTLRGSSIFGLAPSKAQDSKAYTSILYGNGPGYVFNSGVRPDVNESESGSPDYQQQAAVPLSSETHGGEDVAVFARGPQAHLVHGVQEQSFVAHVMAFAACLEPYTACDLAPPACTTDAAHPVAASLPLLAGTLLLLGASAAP
hIAP block: human IAP inhibitors, primary screen, biochemical, luminescence, uHTS; Intestinal-type alkaline phosphatase (Homo sapiens), P09923; purified IAP, CDP-Star luminescence, 30 min; inhibition, % at 10 µM; hit rate 0.12% among 330,000; AID 2544, 2010;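 active = inhibition reaching a set limit with compound at 10 µM in the primary screen, cut at about 35% in these data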;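 also: plate controls were DMSO wells with enzyme for no effect and no-enzyme buffer wells for full effect; values of inactives mirror those of a sister screen read the other way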
mIAP activ: activators of mouse IAP, primary screen, biochemical, luminescence, uHTS; muIAP, CDP-Star luminescence, 30 min; hits give high values; 1 = vehicle-only enzyme signal, 0 = enzyme-free wells; activation factor at 10 µM; hit rate 0.24% among 330,000; AID 2805, 2010;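 active = activation factor of at least 2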; also: the source names both 10 and 20 µM as test concentration; values of inactives mirror those of a sister screen read the other way
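Assay system: mouse IAP enzyme; Reagent: CDP-Star chemiluminescent phosphatase substrate; Compound: DMSO-dissolved test compounds; Incubation: 30 min, room temperature; Technique: luminescence from enzymatic CDP-Star hydrolysis; Controls: DMSO-only wells and no-enzyme negative control.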
ATG4B inh: ATG4B protease inhibitors, primary screen, biochemical, fluorescence, uHTS; Cysteine protease ATG4B (Homo sapiens), Q9Y4P1; inhibition, % at 8.33 µM; AID 504462, 2011; ATG4B cleavage of LC3-PLA2, NBD-HPC fluorescence, 1 h; hit rate 0.51% among 340,000; in the data active = inhibition above about 40%
PfGluPho inh: PfG6PD enzyme inhibitors, primary screen, biochemical, fluorescence intensity, uHTS; hit rate 0.78% among 350,000; PfGluPho enzyme, NADPH resazurin-diaphorase fluorescence; inhibition, % at 20 µM; glucose-6-phosphate dehydrogenase-6-phosphogluconolactonase (Plasmodium falciparum 3D7);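 active = inhibition reaching at least a set limit at 20 µM in the primary screen, cut at about 59% in these data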;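 also: 0% = DMSO wells with substrate and 100% = DMSO wells lacking glucose-6-phosphate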
HKDC1 inhibitor: HKDC1 hexokinase inhibitors, primary screen, biochemical, fluorescence, uHTS | inhibition, % at 20 µM | Q2TB90 | recombinant HKDC1, G6PDH/diaphorase resazurin coupled fluorescence | hit rate 0.16% among 340,000;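 active = inhibition above about 35% when tested at 20 µM, limit read from the data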;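 also: plate controls were DMSO wells with enzyme for no effect and DMSO wells lacking enzyme for full effect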
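Test system: Recombinant HKDC1 (HK5) hexokinase enzyme, produced in-house | Input: HKDC1 at 5 µg/mL | Buffer or medium: Tris pH 8.0 buffer with MgCl2, Tween-20, BSA, BME | Schedule: 90 min reaction incubation at room temperature, dark | Technique: Resazurin-to-resorufin fluorescence via G6PDH and diaphorase coupling, 525/613 nm | Controls: DMSO wells with and without enzyme mix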
mIAP inh: inhibitors of mouse IAP, primary screen, biochemical, luminescence, uHTS; hit rate 0.2% among 330,000; purified mouse IAP, CDP-Star luminescence, 30 min; intestinal alkaline phosphatase [Mus musculus]; inhibition, % at 10 µM;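 active = inhibition of at least 40% at 10 µM in the primary screen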;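 also: plate controls were DMSO with enzyme for no effect and no enzyme wells for full effect; values of inactives mirror those of a sister screen read the other way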
APOBEC3A inh: APOBEC3A ssDNA deaminase inhibitors, primary screen, selectivity assay for APOBEC3G inhibitor project, biochemical, FAM/TAMRA oligo cleavage fluorescence | DNA dC->dU-editing enzyme APOBEC-3A (Homo sapiens), P31941 | recombinant A3A, FAM/TAMRA ssDNA deamination fluorescence | inhibition, % at 20 µM | hit rate 0.41% among 330,000;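 active = at least 40% inhibition at 20 µM here, with at most 30% in a related deaminase screen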;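 also: plate controls were A3A with DMSO for no effect and wells lacking A3A enzyme for full effect; some results filed as inactive read as strong as hits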
Target sequence (P31941 whole entry, looked up): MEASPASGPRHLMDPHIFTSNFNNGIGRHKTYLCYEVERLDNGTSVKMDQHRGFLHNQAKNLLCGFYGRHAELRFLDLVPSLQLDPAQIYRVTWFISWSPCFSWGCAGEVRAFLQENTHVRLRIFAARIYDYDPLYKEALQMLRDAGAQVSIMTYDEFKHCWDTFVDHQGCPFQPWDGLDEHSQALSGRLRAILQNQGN
* hit, by the source's call. No enrichment for hits. About 2.4% of those tested had a hit in this group.

How did O=C1CCC/C=C\C[C@@H](CC(=O)N(CCO)Cc2ccccc2)C(=O)NCCO1 do in these assays?
hIAP act: 0.902; hIAP block: 9.8; mIAP activ: 1.05; ATG4B inh: -1.3; PfGluPho inh: -6.0; HKDC1 inhibitor: -5.1; mIAP inh: -5.4; APOBEC3A inh: -0.2

How did Cn1ccnc1C(=O)c1cccc(Br)c1 do in these assays?
hIAP act: 0.87; hIAP block: 13.0; mIAP activ: 0.984; ATG4B inh: 1.7; PfGluPho inh: 21.2; HKDC1 inhibitor: -1.8; mIAP inh: 1.6; APOBEC3A inh: -2.6

How did Cc1cc(OCCn2ccnc2)ccc1C(C)C do in these assays?
hIAP act: 1.01; hIAP block: -1.4; mIAP activ: 0.998; ATG4B inh: 10.1; PfGluPho inh: -8.5; HKDC1 inhibitor: -8.3; mIAP inh: 0.2; APOBEC3A inh: 2.7

How did COC(=O)C1=C(CS(=O)(=O)c2ccccc2)NC(=O)NC1c1ccc(O)cc1 (stereo not given) do in these assays?
hIAP act: 1.07; hIAP block: -7.4; mIAP activ: 1.12; ATG4B inh: 1.8; PfGluPho inh: -2.8; HKDC1 inhibitor: -0.7; mIAP inh: -11.9; APOBEC3A inh: -4.4

How did O=C(NCCCCNCCCNC(=O)c1ccccc1)c1ccccc1 do in these assays?
hIAP act: 0.869; hIAP block: 13.1; mIAP activ: 1.03; ATG4B inh: -7.6; PfGluPho inh: -2.6; HKDC1 inhibitor: -6.3; mIAP inh: -3.4; APOBEC3A inh: 1.4

How did O=C(COc1ccc(-c2ccccc2)cc1)N/N=C/c1cccnc1 do in these assays?
hIAP act: 0.945; hIAP block: 5.5; mIAP activ: 1.02; ATG4B inh: -11.3; PfGluPho inh: -2.0; HKDC1 inhibitor: -6.0; mIAP inh: -1.7; APOBEC3A inh: -2.2

Results for COc1c2ccoc2cc2oc(=O)ccc12 ?
hIAP act: 0.994; hIAP block: 0.6; mIAP activ: 1.01; ATG4B inh: -3.8; PfGluPho inh: 2.7; HKDC1 inhibitor: -2.9; mIAP inh: -0.6; APOBEC3A inh: 0.0

Results for Cc1ccc(NC(=S)NC2CCN(Cc3ccccc3)CC2)cc1 ?
hIAP act: 1.01; hIAP block: -1.0; mIAP activ: 1.11; ATG4B inh: -7.2; PfGluPho inh: -1.4; HKDC1 inhibitor: -11.4; mIAP inh: -10.9; APOBEC3A inh: -2.7

How did Cc1ccc(NC(=O)COC(=O)c2cccc3c(=O)c(C)c(-c4ccccc4)oc23)cc1 do in these assays?
hIAP act: 0.855; hIAP block: 14.5; mIAP activ: 0.899; ATG4B inh: 3.1; PfGluPho inh: 4.9; HKDC1 inhibitor: -7.8; mIAP inh: 10.1; APOBEC3A inh: 0.2

How did CCOC(Cn1c(CCCO)nc2ccccc21)OCC do in these assays?
hIAP act: 1; hIAP block: -0.4; mIAP activ: 0.968; ATG4B inh: 0.6; PfGluPho inh: -19.7; HKDC1 inhibitor: -5.5; mIAP inh: 3.2; APOBEC3A inh: -3.4

What do the screens show for `O=C(Nc1ccc2c(c1)C(=O)OC2)c1ccccc1Cl`?
hIAP act: 1.1; hIAP block: -10.1; mIAP activ: 1.14; ATG4B inh: 1.4; PfGluPho inh: -115.8; HKDC1 inhibitor: -2.4; mIAP inh: -13.6; APOBEC3A inh: 0.9

What do the screens show for `Cc1ccccc1S(=O)(=O)Cc1ccc(C(=O)N2CCN(c3ccccc3F)CC2)o1`?
hIAP act: 0.991; hIAP block: 0.9; mIAP activ: 0.98; ATG4B inh: 5.8; PfGluPho inh: 7.5; HKDC1 inhibitor: 1.0; mIAP inh: 2.0; APOBEC3A inh: -6.8

How did CCCCCCCCCCC[C@@H](C[C@@H]1OC(=O)[C@H]1CCCCCC)OC(=O)[C@H](CC(C)C)NC=O do in these assays?
hIAP act: 1.08; hIAP block: -8.3; mIAP activ: 0.991; ATG4B inh: -0.5; PfGluPho inh: 28.2; HKDC1 inhibitor: 0.2; mIAP inh: 0.9; APOBEC3A inh: 5.2

Results for C/C(N)=C(/C#N)C(=O)CSc1nc2ccccc2c(=O)n1Cc1ccc(F)cc1 ?
hIAP act: 0.902; hIAP block: 9.8; mIAP activ: 0.811; ATG4B inh: 0.0; PfGluPho inh: 7.6; HKDC1 inhibitor: 3.2; mIAP inh: 18.9; APOBEC3A inh: 47.1*

What do the screens show for `CSc1nc(N)nc(-c2cccs2)c1C#N`?
hIAP act: 1.01; hIAP block: -0.8; mIAP activ: 0.968; ATG4B inh: -6.2; PfGluPho inh: 11.7; HKDC1 inhibitor: -0.5; mIAP inh: 3.2; APOBEC3A inh: -0.3

Results for Cc1nnc2c(NCCc3ccccc3)nc3ccccc3n12 ?
hIAP act: 1.22; hIAP block: -22.4; mIAP activ: 1.06; ATG4B inh: 1.7; PfGluPho inh: -5.1; HKDC1 inhibitor: -3.2; mIAP inh: -5.9; APOBEC3A inh: -3.6

Results for COc1ccc(NS(=O)(=O)c2ccc(NS(C)(=O)=O)cc2)cc1 ?
hIAP act: 1.3; hIAP block: -29.9; mIAP activ: 0.934; ATG4B inh: 5.9; PfGluPho inh: -13.5; HKDC1 inhibitor: -2.0; mIAP inh: 6.6; APOBEC3A inh: 1.8

Results for CSc1nnc(-c2ccc(NC(=O)CCc3ccccc3)cc2)n1C ?
hIAP act: 1.08; hIAP block: -8.3; mIAP activ: 1.08; ATG4B inh: 7.0; PfGluPho inh: 2.7; HKDC1 inhibitor: -6.7; mIAP inh: -7.6; APOBEC3A inh: 59.4

Results for O=C(c1ccccc1F)N(Cc1nc2ccccc2c(=O)[nH]1)C1CCCC1 ?
hIAP act: 1.1; hIAP block: -10.5; mIAP activ: 1.16; ATG4B inh: -1.4; PfGluPho inh: 3.9; HKDC1 inhibitor: -8.5; mIAP inh: -16.1; APOBEC3A inh: -5.2

Results for Cc1ccc(C)c(NS(=O)(=O)c2cc(C(=O)Nc3cccc(N(C)S(C)(=O)=O)c3)ccc2C)c1 ?
hIAP act: 0.874; hIAP block: 12.6; mIAP activ: 0.938; ATG4B inh: -31.0; PfGluPho inh: -6.6; HKDC1 inhibitor: 1.1; mIAP inh: 6.2; APOBEC3A inh: -4.2

Results for Cc1ccc(Nc2cc(C)nc3nc(C)nn23)c(C)c1 ?
hIAP act: 0.895; hIAP block: 10.5; mIAP activ: 0.812; ATG4B inh: 4.8; PfGluPho inh: -10.0; HKDC1 inhibitor: 3.4; mIAP inh: 18.8; APOBEC3A inh: -3.1

What do the screens show for `COc1ccc(-c2noc(CCC(=O)N3CCC(c4cc(C)ccc4C)CC3)n2)cc1`?
mIAP activ: 1.03; ATG4B inh: -3.8; PfGluPho inh: 0.4; HKDC1 inhibitor: -4.0; mIAP inh: -2.7; APOBEC3A inh: 0.8

What do the screens show for `O=C(NCC(c1ccco1)N1CCCC1)c1ccc(S(=O)(=O)Nc2ccccc2Cl)cc1` (stereo not given)?
hIAP act: 0.844; hIAP block: 15.6; mIAP activ: 0.951; ATG4B inh: 0.3; PfGluPho inh: -17.5; HKDC1 inhibitor: 2.1; mIAP inh: 4.9; APOBEC3A inh: -2.2

How did O=C1OC2CCC1(c1ccccc1)C2 (stereo not given) do in these assays?
hIAP act: 1.1; hIAP block: -10.4; mIAP activ: 0.913; ATG4B inh: 5.1; PfGluPho inh: -3.0; HKDC1 inhibitor: 2.1; mIAP inh: 8.7; APOBEC3A inh: 3.0

What do the screens show for `CC(NC(=O)c1ccccc1F)C12CC3CC(CC(C3)C1)C2` (stereo not given)?
hIAP act: 1.06; hIAP block: -6.2; mIAP activ: 1.1; ATG4B inh: -0.1; PfGluPho inh: 5.9; HKDC1 inhibitor: -1.3; mIAP inh: -9.8; APOBEC3A inh: 2.7

Results for NC(=O)N[C@@H](Cc1c[nH]c2ccccc12)C(=O)OCC(=O)N1CCCCC1 ?
hIAP act: 1.05; hIAP block: -5.3; mIAP activ: 1.01; ATG4B inh: 1.7; PfGluPho inh: -5.5; HKDC1 inhibitor: 0.1; mIAP inh: -0.6; APOBEC3A inh: -2.8

What do the screens show for `O=C(/C=N/O)NCCCN1CCCCCC1`?
hIAP act: 1.11; hIAP block: -10.7; mIAP activ: 0.963; ATG4B inh: 13.3; PfGluPho inh: -8.4; HKDC1 inhibitor: 7.3; mIAP inh: 3.7; APOBEC3A inh: 2.5

How did CCOc1ccccc1N1CCN(C(=O)c2ccc3[nH]c4c(c3c2)CCCC4)CC1 do in these assays?
hIAP act: 0.918; hIAP block: 8.2; mIAP activ: 1.33; ATG4B inh: 0.9; PfGluPho inh: 7.8; HKDC1 inhibitor: 6.7; mIAP inh: -32.6; APOBEC3A inh: -1.7

Results for Cc1cnc(C(=O)Oc2c(C)ccc(C)c2C)cn1 ?
hIAP act: 0.912; hIAP block: 8.8; mIAP activ: 1.05; ATG4B inh: 2.8; PfGluPho inh: -0.3; HKDC1 inhibitor: -4.5; mIAP inh: -4.7; APOBEC3A inh: -2.8

Results for COc1ccc(OC)c(C2=NOC(C(=O)N3CCN(c4ccccc4)CC3)C2)c1 (stereo not given) ?
hIAP act: 0.746; hIAP block: 25.4; mIAP activ: 0.961; ATG4B inh: -3.8; PfGluPho inh: -21.2; HKDC1 inhibitor: 1.3; mIAP inh: 3.9; APOBEC3A inh: -3.2

Results for O=C(NC1CCCCC1)C1CCC(CNS(=O)(=O)c2ccccc2)CC1 (stereo not given) ?
hIAP act: 1.03; hIAP block: -3.3; mIAP activ: 1.03; ATG4B inh: -5.6; PfGluPho inh: 2.1; HKDC1 inhibitor: -2.1; mIAP inh: -2.7; APOBEC3A inh: -3.8

Results for C=CCNC(=O)c1ccccc1NC(=O)c1ccc(Cl)c(S(=O)(=O)Nc2cccc(C)c2C)c1 ?
hIAP act: 0.857; hIAP block: 14.3; mIAP activ: 1.01; ATG4B inh: -9.7; PfGluPho inh: -12.0; HKDC1 inhibitor: 0.8; mIAP inh: -0.6; APOBEC3A inh: 0.7

What do the screens show for `CC(C)CC(=O)NC(c1ccccc1Cl)c1c(O)ccc2ccccc12` (stereo not given)?
hIAP act: 0.993; hIAP block: 0.7; mIAP activ: 1.02; ATG4B inh: -8.5; PfGluPho inh: -0.8; HKDC1 inhibitor: 6.2; mIAP inh: -2.0; APOBEC3A inh: 3.2

Results for COc1ccc(OCc2ccc(C(=O)O)cc2)cc1 ?
hIAP act: 0.989; hIAP block: 1.1; mIAP activ: 0.983; ATG4B inh: 3.0; PfGluPho inh: -38.4; HKDC1 inhibitor: 0.7; mIAP inh: 1.7; APOBEC3A inh: 2.5

What do the screens show for `CCn1cnc2sc(-c3ccccc3)cc2c1=O`?
hIAP act: 0.942; hIAP block: 5.8; mIAP activ: 0.946; ATG4B inh: -10.3; PfGluPho inh: -5.6; HKDC1 inhibitor: -7.6; mIAP inh: 5.4; APOBEC3A inh: -0.1

Bioassay records as filed in PubChem BioAssay.
